POLB inh: blocks human DNA polymerase beta activity; P06746; Pol beta primer extension/strand displacement, fluorescence kinetic; Potency, µM (doses to about 114 µM), inactives show at the top dose activity change, negative = inhibition, most hits filed as inhibitors; hit rate 1.3% among 340,000; note: potency is the fitted concentration of half-maximal effect; % is set by controls: 0 for no effect and ±100 for the full control effect
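10 nM enzyme + cpd, 15 min RT; start with substrate 50 nM final; read 0 min and after 10 min RT. Corrected, normalized data; 4-parameter Hill curve fit.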
RXFP1 antag: RXFP1 (human) relaxin receptor antagonism; Q9HBX9; HEK293-RXFP1, relaxin-stimulated cAMP HTRF, 30 min; stronger effect = lower value; activity change, negative = inhibition, % at 57.5 µM; hit rate 0.59% among 350,000;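 active = activity change of -60% or lower, but not beyond a set lower limit; inconclusive = change between -60% and -40%, or beyond the set limit; inactive = change above -40%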; note: % is set by controls: 0 for no effect and ±100 for the full control effect
Pol eta inh: DNA polymerase eta (human) inhibition. hit rate 1.2% among 390,000. Potency, µM (top dose mostly 114 µM), without a hit: top-dose activity change, negative = inhibition, usual class: inhibitors. Q9Y253. recombinant Pol eta, fluorescent DNA replication assay; note: potency is the fitted concentration of half-maximal effect; % is set by controls: 0 for no effect and ±100 for the full control effect
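Pol eta (10 nM) was preincubated with compounds for 15 min at room temperature, after which fluorescent replication substrate (50 nM final) was added to start the reaction. Fluorescence was read kinetically at 0 and 10 min.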
APE1 inh: inhibitors of human APE1 endonuclease; P27695; recombinant APE1, TAMRA/BHQ-2 abasic DNA cleavage fluorescence; Potency, µM (top dose mostly 65.8 µM), for the others: at the top dose activity change, negative = inhibition, actives largely listed as inhibitors; hit rate 0.35% among 350,000; AID 2517;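 note: potency is the fitted concentration of half-maximal effect; plate controls were vehicle for no effect and reference inhibitor for full effect; nearly all actives have a fitted effect of over 55% in size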
Target sequence (P27695 whole entry, looked up): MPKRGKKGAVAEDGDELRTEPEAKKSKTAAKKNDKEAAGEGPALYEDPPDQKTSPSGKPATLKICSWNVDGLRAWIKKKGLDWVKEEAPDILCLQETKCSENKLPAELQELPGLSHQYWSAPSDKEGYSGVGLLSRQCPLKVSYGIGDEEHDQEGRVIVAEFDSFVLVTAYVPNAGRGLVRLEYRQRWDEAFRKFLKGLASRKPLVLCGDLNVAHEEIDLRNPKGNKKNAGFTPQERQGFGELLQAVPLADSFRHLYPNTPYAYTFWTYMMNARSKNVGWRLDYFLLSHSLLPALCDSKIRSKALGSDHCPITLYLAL
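Readout is kinetic fluorescence (ex 525, em 598 nm) from cleavage of 50 nM TAMRA/BHQ-2 THF abasic duplex by 0.75 nM APE1, compound added 15 min beforehand at RT.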
BLM inh: inhibitors of human Bloom syndrome helicase BLM; P54132; recombinant BLM DNA unwinding, fluorescence dequenching; Potency, µM (top dose mostly 56.1 µM), without a hit: at the highest dose activity change, negative = inhibition, hits mostly inhibitors; hit rate 0.2% among 350,000;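 note: potency is the fitted concentration of half-maximal effect; plate controls were vehicle for no effect and no enzyme for full effect; nearly all actives have a fitted effect of over 35% in size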
POLK inh: blocks human DNA polymerase kappa activity; Potency, µM (doses to about 107 µM), inactives show top-dose activity, negative = inhibition, usual class: inhibitors; hit rate 0.53% among 400,000; purified Pol kappa, fluorescent DNA synthesis assay, 10 min; Q9UBT6; note: potency is the fitted concentration of half-maximal effect; % is set by controls: 0 for no effect and ±100 for the full control effect
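10 nM Pol kappa was preincubated with compounds for 15 min at room temperature. Reaction started with 50 nM (final) substrate. Fluorescence read kinetically at 0 and 10 min.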
POLI inh: DNA polymerase iota (human) inhibition | Q9UNA4 | Pol iota fluorescent replication assay, 10 min | Potency, µM (highest dose often 115 µM), for inactives: at the top dose activity, negative = inhibition, most hits filed as inhibitors | hit rate 1% among 390,000 | AID 588590; note: potency is the fitted concentration of half-maximal effect
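Pol iota at 10 nM preincubated 15 min with compounds at room temperature; reaction started with fluorescent substrate, 50 nM final. Fluorescence read kinetically at 0 and 10 min; buffer-only wells as negative control.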
Anesthetic bind: binds horse apoferritin like a general anesthetic | apoferritin/1-aminoanthracene competitive binding, fluorescence | Potency, µM (highest dose often 77.5 µM), for inactives: top-dose activity change, negative = displacement, usual class: inhibitors | hit rate 0.074% among 350,000 | AID 485281 | P02791; note: potency is the fitted concentration of half-maximal effect; % is set by controls: 0 for no effect and ±100 for the full control effect; nearly all actives have a fitted effect of over 20% in size
Target sequence (P02791 2-175 limits assumed): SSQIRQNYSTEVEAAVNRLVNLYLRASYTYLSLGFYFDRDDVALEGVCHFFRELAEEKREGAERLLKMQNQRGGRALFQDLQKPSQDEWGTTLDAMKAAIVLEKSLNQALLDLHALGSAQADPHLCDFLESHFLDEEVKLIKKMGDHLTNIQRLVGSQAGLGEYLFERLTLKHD
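Steps: apoferritin (10 uM) was premixed with half-saturated 1-AMA in PBS, compounds were pin-transferred, plates stood 10 min at room temperature, fluorescence was read at 380/535 nm, and curves were fitted with a Hill equation.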
Tb PGK inh: T. brucei PGK inhibition; P07378; PGK/GAPDH coupled, Kinase-Glo luminescence, 60 min; Potency, µM (titrated, usually from 57.5 µM), inactives show at the highest dose activity change, negative = inhibition, actives largely listed as inhibitors; hit rate 0.043% among 380,000; AID 602233; note: potency is the fitted concentration of half-maximal effect; % is set by controls: 0 for no effect and ±100 for the full control effect; nearly all actives have a fitted effect of over 60% in size
Target sequence (P07378 whole entry, looked up): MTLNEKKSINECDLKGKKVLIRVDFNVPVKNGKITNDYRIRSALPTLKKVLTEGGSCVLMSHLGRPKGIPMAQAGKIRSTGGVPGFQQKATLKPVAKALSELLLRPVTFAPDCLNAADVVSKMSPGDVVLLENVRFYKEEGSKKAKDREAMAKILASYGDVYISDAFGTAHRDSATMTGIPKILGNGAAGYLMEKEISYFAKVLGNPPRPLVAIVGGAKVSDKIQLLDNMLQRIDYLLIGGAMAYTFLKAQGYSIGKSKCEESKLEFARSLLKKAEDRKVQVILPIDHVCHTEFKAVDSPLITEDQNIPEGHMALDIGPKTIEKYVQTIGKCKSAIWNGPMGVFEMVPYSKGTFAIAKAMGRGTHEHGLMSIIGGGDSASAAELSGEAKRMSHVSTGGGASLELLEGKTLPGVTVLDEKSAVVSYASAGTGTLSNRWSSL
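Recombinant glycosomal PGK reaction used 1,3-bisphosphoglycerate generated in-well by GAPDH (100nM final) in 100mM TEA pH 7.6, 5mM MgCl2, 0.01% Tween-20. After 60 minutes at room temperature, ATP was read by Kinase-Glo Plus luminescence end-point.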
* marks the source's active call; other numbers are inactive results; i = inactive; ? = inconclusive; · = no result given; [ ] = remark or other dose. Unless noted, calls come from the whole dose curve; as a rule, active = well fitted curve in the direction sought with a large enough effect; inconclusive = small, poorly fitted or top-dose-only effect, or another doubt; inactive = no such curve, though single readings can be large; an effect the other way counts as inactive or inconclusive. This is a subset; the hit share may differ from the screen's.

SMILES	POLB inh	RXFP1 antag	Pol eta inh	APE1 inh	BLM inh	POLK inh	POLI inh	Anesthetic bind	Tb PGK inh
CC(=O)NC(C(=O)N1CCC(c2nc3ccccc3s2)CC1)C(C)C (stereo not given)	-10%	8	-5%	14%	-2%	-6%	-6%	-6%	-6%
O=C(c1ccc(NS(=O)(=O)c2ccccc2)cc1)N1CCCC1	1%	5	-17%	1%	1%	-21%	2%	-4%	-4%
COCCCNC(=O)c1ccc(N(C)S(=O)(=O)c2ccc(OC)cc2)cc1	10%	12	-3%	-4%	1%	-1%	19%	-5%	i
Cc1ccc(CNC(=O)C2CCC(=O)N(CCc3ccc(Cl)cc3)C2)s1 (stereo not given)	4%	-7	-7%	18%	-6%	-4%	39%[activator]	0%	i
O=C(Nc1nc(NC(=O)c2ccco2)n(-c2ccccc2)n1)c1ccccc1	-2%	11	5%	1%	-3%	-2%	?	-10%	·
CCOc1cccc(N(C(=O)CCC(=O)Nc2cc(C)on2)C(C(=O)NC(C)(C)C)c2ccc(OC)cc2)c1 (stereo not given)	21%	1	?	-15%	-9%	-3%	43%[activator]	-12%	-11%
O=C1C2C3C=CC(CO)(O3)C2C(=O)N1c1ccc(-c2ccccc2)cc1 (stereo not given)	11%	·	·	11%	-6%	·	·	-21%	·
COC(=O)c1cc(C(=O)OC)cc(N2C(=O)CN=C2Nc2nc(C)cc(C)n2)c1	0%	-3	-3%	-1%	0%	-18%	-2%	-2%	-7%
NCC12CC3CC(C1)CC(c1ccc(Br)cc1)(C3)C2	5%	-16	?	22%	1%	-11%	?	1%	-5%
CC1CCc2nc3ncn(Cc4ccccc4C#N)c(=O)c3cc2C1 (stereo not given)	15%	-21	-20%	·	3%	-5%[60.1 µM]	51%[activator]	-10%	-9%
Cc1ccc(Nc2nnc(SC3CCOC3=O)s2)c(C)c1 (stereo not given)	41%	-4	4%	15%	2%	-5%	17%	-16%	-10%
Cc1ccc2[nH]c(C)c(CCNC(=O)c3cc4cc(Br)ccc4oc3=O)c2c1	6%	·	6%	·	-4%	-8%	2%	2%	-12%

An excerpt from above in order of molecular weight, low to high.
SMILES	POLB inh	RXFP1 antag	Pol eta inh	APE1 inh	BLM inh	POLK inh	POLI inh	Anesthetic bind	Tb PGK inh
Cc1ccc(Nc2nnc(SC3CCOC3=O)s2)c(C)c1 (stereo not given)	41%	-4	4%	15%	2%	-5%	17%	-16%	-10%
O=C(c1ccc(NS(=O)(=O)c2ccccc2)cc1)N1CCCC1	1%	5	-17%	1%	1%	-21%	2%	-4%	-4%
Cc1ccc(CNC(=O)C2CCC(=O)N(CCc3ccc(Cl)cc3)C2)s1 (stereo not given)	4%	-7	-7%	18%	-6%	-4%	39%[activator]	0%	i

(next part)
SMILES	POLB inh	RXFP1 antag	Pol eta inh	APE1 inh	BLM inh	POLK inh	POLI inh	Anesthetic bind	Tb PGK inh
CC(C)CCNc1cc(=O)n(C)c(=O)n1C	?	2	-5%	0%	-3%	0%	-4%	-8%	-2%
Cc1cc2nc(-c3ccc(SCC(=O)Nc4nccs4)nc3)[nH]c2cc1C	-9%	-2	-12%	0%	-4%	-6%	60%[activator]	0%	-4%
N[C@@H](Cc1ccc(O)cc1)C(=O)O	·	0	·	-2%	7%	-10%[60.1 µM]	·	7%	·
COc1ccc(-c2c(C)oc3c(CN4CCCC(C)C4)c(O)ccc3c2=O)cc1OC (stereo not given)	36%	4	-7%	16%	2%	-24%	52%[activator]	-1%	-9%
C=CCSc1nnc(NC(=O)c2ccc(S(=O)(=O)NCC3CCCO3)cc2)s1 (stereo not given)	2%	-7	1%	-6%	-2%	-11%	15%	-1%	1%
COc1ccccc1-c1nccc(NCc2cccc(C)c2)n1	·	·	·	0%	1%	-8%[60.1 µM]	·	-11%	·
O=C(CSc1nnc(Cc2ccccc2)o1)NCc1ccc2c(c1)OCO2	-13%	-7	0%	-5%	2%	0%	82%[activator]	-8%	-6%
COc1ccc(S(=O)(=O)NC(C)C(=O)NCc2ccncc2)cc1Cl (stereo not given)	42%	5	-1%	19%	1%	-6%	32%[activator]	-8%	-10%
COC(C[C@@H](O)C[C@H](O)[C@H](C)OCc1ccccc1)OC	·	·	-19%	·	·	9%	22%	·	-2%
COC(=O)C1=C(C(=O)OC)SC(=C2C(=S)C(C)(C)N(C(=O)CC(C)C)c3ccccc32)S1	-1%	3	-15%	14%	0%	-2%	-8%	-9%	-1%
COc1ccc(S(=O)(=O)N(CCC#N)Cc2ccco2)cc1OC	-30%	5	-20%	-3%	-14%	-8%	?	5%	-3%
O=C(c1ccc2c(c1)OCO2)N1CCC2(CC1)Oc1ccc(F)cc1C(=O)C21CC(c2ccc(Cl)cc2)=NO1 (stereo not given)	0%	·	-7%	2%	-7%	-2%	?	4%	3%
CC(C)NC(=O)C1CC(=O)N(c2ccc(F)c(Cl)c2)C1 (stereo not given)	2%	-16	-8%	-1%	2%	-9%	-16%	-7%	7%
CCOC(=O)c1cnc(Nc2nc3ccccc3o2)nc1CSc1ncccn1	·	18	-5%	·	·	-4%	32%[activator]	·	-1%
O=C1CCCC/C1=C\Nc1ccc(O)cc1	-4%	-28	-3%	?	-9%	-3%	25µM*	-7%	0%
Cc1c(CC(=O)O)c(=O)oc2cc3occ(-c4ccccc4)c3cc12	?	-2	0%	22%	2%	-13%	-2%	21%	-3%
CC(C)c1ccc(/C=C2\SC(=O)N(CC(=O)NCCCn3ccnc3)C2=O)cc1	-17%	6	-16%	7%	0%	13%	-5%	?	-7%
CC(=O)c1cnc2sccn2c1=O	34%	0	-16%	-2%	-8%	-7%	7%	-1%	i
Cc1ccc(-c2nnc(N3CCN(C(=O)COc4cccc(C)c4)CC3)c3ccccc23)cc1	-23%	-18	-11%	-4%	-10%	-14%	-15%[58.9 µM]	?	-4%
CCN(c1cccc(C)c1)S(=O)(=O)c1ccc2[nH]cc(C(=O)NCCCOC)c(=O)c2c1	?	·	-8%	·	-1%	-8%[60.1 µM]	-20%	175%[activator]	i
O=C(COC(=O)c1n[nH]c2ccccc12)Nc1ccc(Cl)cc1[N+](=O)[O-]	-2%	-75*	-6%	0%	-6%	-20%	1%	?	7%
CC(C)CC(NC(N)=O)C(=O)Nc1ccc(Cl)c(Cl)c1 (stereo not given)	2%	-5	-17%	-4%	0%	3%	110%[activator]	-12%	6%
Cc1c(NC(=O)CSCc2ccc(Br)cc2)c(=O)n(-c2ccccc2)n1C	-8%	10	-19%	-1%	-2%	-8%	2%	-5%	-4%
COc1ccc(OC)c(-c2cc(C(=O)Nc3cccc(Cl)c3C)no2)c1	3%	-10	-5%	·	-5%	-7%	18%	4%	-8%
Cc1cccc(OCC(=O)OCC(=O)c2c(N)n(C)c(=O)n(C)c2=O)c1C	43%[activator]	11	-12%	0%	1%	-11%	-20%	-10%	-10%
COc1ccc(CCNC(=O)C(=O)NCCC2CCCCN2S(=O)(=O)c2ccccc2)cc1 (stereo not given)	·	-16	-16%	34%[activator]	·	-5%	16%	·	-5%
CC(=O)c1cccc(NC(=O)CCOc2ccccc2)c1	-13%	-6	-17%	12%	-1%	-3%	-4%	-6%	0%
O=C1NC2(CCCCCC2)N=C1c1ccc(Br)cc1	12%	1	-1%	-4%	2%	-13%	2%	-5%	6%
CCNc1cc(Cl)nc(SC)n1	21%	-10	-10%	-2%	0%	1%	-1%	-10%	-4%
Cc1ccc(CNS(=O)(=O)c2c(C)n(C)c(=O)n(C)c2=O)cc1	23%	-7	-5%	?	0%	-13%	8%	2%	-2%
CCOC(=O)C(=CNc1ccc(NC2=NCC(C)(C)S2)cc1)C(=O)OCC	-9%	-23	-29%	0%	0%	-7%	68%[activator]	-19%	4%
C[C@@H](C(=O)NC1CCCC1)N1C(=O)N2CCc3c([nH]c4ccccc34)[C@@]2(C)C1=O	12%	·	-11%	15%	-1%	21%	52%[activator]	-10%	i
CC(C)n1cc2c(c1-c1ccccc1Cl)c(=O)n(C)c(=O)n2C	29%	-20	10%	·	1%	16%	?	1%	i
COC(=O)COc1ccc(C2NC(=O)NC(c3ccccc3)=C2C(C)=O)cc1OC (stereo not given)	-2%	2	?	2%	1%	-6%	10%	-12%	-2%
COc1ccc(N/C=C2\CCOC2=O)cc1	-1%	2	-6%	0%	0%	-11%	-1%	-17%	-6%
Cn1cnnc1SCC(=O)NCc1cccc(C(F)(F)F)c1	-7%	9	-3%	-9%	2%	-2%[60.1 µM]	22%	-5%	-7%
Cc1ccc(S(=O)(=O)c2nc(-c3cccs3)oc2N2CCCCC2)cc1	3%	-4	-5%	·	-7%	-12%	-12%	53%[activator]	-1%
CCN(CC(=O)NCc1ccc(F)cc1)C(=O)c1cccnc1SC	-3%	9	2%	25%	-3%	-15%	12%	0%	5%
COC(=O)c1cn(CCOc2ccccc2F)c2ccccc12	89µM*	2	-11%	-7%	-11%	-20%	0%	4%	1%
O=C1CCC([N+](=O)[O-])C(c2cccc3ccccc23)N1 (stereo not given)	8%	7	-2%	8%	-4%	-9%	7%	-7%	0%
O=C1CCN(S(=O)(=O)c2ccc(Cl)cc2)CCN1	0%	8	-13%	?	0%	-13%	19%	-8%	-1%
COCC(C)NC(=O)CCSc1nc(-c2ccc(OC)cc2)cc(C(F)(F)F)n1 (stereo not given)	-13%	-11	-5%	4%	-3%	-4%	26%	-19%	i
CCN(Cc1ccccc1)c1ncnc2c1nnn2C	-1%	1	0%	·	2%	-5%[60.1 µM]	3%	-18%	i
CSc1nc2c(c(=O)[nH]1)C(c1ccncc1)C(C(=O)OC(C)C)=C(C)N2 (stereo not given)	20%	3	7%	-1%	1%	-2%	35%[activator]	-14%	1%
CCN(C(=O)CSc1nnc(-c2cc3occc3n2C)n1-c1ccccc1C)c1cccc(C)c1	2%	3	-17%	·	-4%	-2%	12%	-11%	i
O=C(NC1CCCCCC1)C1CCCN(S(=O)(=O)c2cnc[nH]2)C1 (stereo not given)	34%	·	-8%	-3%	-5%	22%	43%	-2%	i

Screens (PubChem)
